From PubChem
APP 5UTR inh = inhibitors of APP translation via 5'UTR reporter, primary screen, APP 5'UTR luciferase, SH-SY5Y cells; actives 0.82% (n = 190,000); SH-SY5Y APP 5'UTR-luciferase reporter, luminescence; inhibition, % at 2 µM;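 active means inhibition above a set limit, derived from the sample mean plus 3 SD, cut at about 45% in these data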; further: values of inactives mirror those of a sister screen read the other way
STAT3 blocker = IL-6 driven STAT3 reporter inhibitors, primary screen, U3A cells, luciferase, luminescence, MLSCN library; IL-6 STAT3-luciferase reporter; host cell line lacks STAT1; inhibition, % at 5.5 µM; actives 0.89% (n = 190,000); AID 862, 2007;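 active means inhibition above the mean inhibition across all screened compounds plus 3 SD, cut at about 44% in these data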;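 further: 0% = DMSO only wells and 100% = 100 µM nifuroxazide control wells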
NF-kB neuron act = activators of NF-kB expression in neurons, primary screen, cell-based, HTS | human neuronal cells, NF-kB reporter expression; hits give high values | fold change at 12.5 µM | actives 1.6% (n = 190,000); in the data active means fold change above about 3.3
APP 5'UTR act = activators of APP 5'UTR luciferase reporter, primary screen, SH-SY5Y cells; AID 1276, 2008; activation, % at 2 µM; actives 1% (n = 190,000); SH-SY5Y APP 5'UTR luciferase reporter, luminescence; zero percent = DMSO vehicle wells;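 active means activation above a set limit, based on mean plus 3 SD of controls, cut at about 140% in these data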; further: values of inactives mirror those of a sister screen read the other way
Hsp70 act = Hsp70 transcriptional activators, primary screen, cell-based, HeLa, Hsp70 promoter luciferase, luminescence, 10 µM; HeLa Hsp70 promoter luciferase reporter; scaled: vehicle 0, proteasome-inhibitor control 100%; activation, % at 10 µM; actives 0.04% (n = 200,000); AID 1203, 2008;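 active means activation above the mean across all tested compounds plus 3 SD, cutoff set per campaign, cut at about 5.5% in these data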;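 further: 100% = MG132 at 30 µM as the positive control and 0% = DMSO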
FLuc inh counter = firefly luciferase enzyme inhibitors, primary screen, artefact control for luciferase-based inhibitor screens, biochemical, luminescence, ATPLite; Luciferin 4-monooxygenase (Photinus pyralis), P08659; inhibition, % at 10 µM; actives 1.5% (n = 200,000); 10 min;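 active means inhibition above about 50% when tested at 10 µM, limit read from the data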
Target sequence (P08659 whole entry, looked up): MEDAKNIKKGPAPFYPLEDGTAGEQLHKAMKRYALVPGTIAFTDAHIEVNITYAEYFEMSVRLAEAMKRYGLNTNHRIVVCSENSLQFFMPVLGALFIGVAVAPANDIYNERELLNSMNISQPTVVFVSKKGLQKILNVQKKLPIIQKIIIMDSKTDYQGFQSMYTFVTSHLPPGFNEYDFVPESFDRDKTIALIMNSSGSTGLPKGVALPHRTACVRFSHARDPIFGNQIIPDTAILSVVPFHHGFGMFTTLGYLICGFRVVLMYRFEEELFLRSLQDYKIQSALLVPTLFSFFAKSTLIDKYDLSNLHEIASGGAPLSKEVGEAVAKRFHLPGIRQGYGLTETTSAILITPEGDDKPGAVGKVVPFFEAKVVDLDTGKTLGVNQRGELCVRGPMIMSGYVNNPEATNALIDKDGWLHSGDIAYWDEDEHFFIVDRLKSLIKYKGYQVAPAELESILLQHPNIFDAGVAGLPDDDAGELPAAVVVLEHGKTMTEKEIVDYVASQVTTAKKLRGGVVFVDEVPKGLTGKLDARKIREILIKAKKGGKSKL
STAT1 activator = STAT1 signaling activators, primary screen, cell-based, HTS, luciferase reporter. NIH 3T3 STAT1-luciferase reporter, IFN-gamma, luminescence; 100% = IFN-gamma alone, no compound. activation (% of control), % at 5.5 µM. actives 2.6% (n = 200,000). AID 932, 2007;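 active means activation above the screen-wide mean activation plus 3 SD, cut at about 130% in these data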;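 further: raw ratio to IFN-gamma control signal so 100% means no change and 0% no light; values of inactives mirror those of a sister screen read the other way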
STAT1 blocker = STAT1 signaling inhibitors, primary screen, cell-based, HTS, luciferase reporter; inhibition, % at 5.5 µM; AID 920, 2007; actives 0.35% (n = 200,000); NIH 3T3 STAT1-luciferase reporter, IFN-gamma, luminescence;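 active means inhibition above a set limit, the mean inhibition across all tested compounds plus 3 SD, cut at about 34% in these data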;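 further: 0% = IFN-gamma with DMSO and 100% = IFN-gamma with 300 µM nifuroxazide; values of inactives mirror those of a sister screen read the other way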
STAT3 act = IL-6 driven STAT3 reporter potentiators, primary screen, U3A cells, luciferase, luminescence, MLSCN library. IL-6 STAT3-luciferase reporter; 100% = signal with IL-6 EC80 alone. activation (% of control), % at 5.6 µM. actives 0.91% (n = 190,000);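 active means activation above the screen-wide mean of compound activation plus 3 SD, cut at about 130% in these data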;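 further: 0% = background luminescence of wells with medium and substrate only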
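System – human U3A cells carrying STAT3-luciferase construct · Probe or stimulus – Interleukin-6, 33 ng/mL · Schedule – compound 1 h, then IL-6 6 h at 37 °C · Signal – luminescence from STAT3-driven luciferase reporter · Evaluation – percent of IL-6-only median luminescence · Benchmarks – IL-6-only high control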
RAM inhibit = inhibitors of the yeast RAM network, primary screen, dse1pr::URA3 reporter, 5-FOA selection; S. cerevisiae dse1pr::URA3 reporter, 5-FOA growth OD615, 2 d; analog-sensitive cbk1-as2 kinase mutant strain; inhibition, % at 50 µM; actives 1.8% (n = 190,000);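 active means inhibition above a set limit, 3 SD over mean compound inhibition, cut at about 8.4% in these data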;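 further: 0% = DMSO-only wells with no growth and 100% = 10 µM 1-NA-PP1 full growth; inhibition rescues growth on 5-FOA so higher OD means more RAM inhibition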
* = called active by the depositor; / = no result given.

nr	Structure	APP 5UTR inh	STAT3 blocker	NF-kB neuron act	APP 5'UTR act	Hsp70 act	FLuc inh counter	STAT1 activator	STAT1 blocker	STAT3 act	RAM inhibit
1	COc1cc(-c2nnc(-c3ccc(S(=O)(=O)c4ccccc4)cc3)o2)cc(OC)c1OC	-8	13	1.1	8	-0.3	-2	102	-2	92	2.1
2	O=C(Cc1cccs1)NCc1ccccc1	12	-4	1.8	-12	0.1	1	106	-4	107	1.8
3	O=C(CN1CCCCCC1)Nc1cccc([N+](=O)[O-])c1	-13	16	1.1	13	-0.1	-6	106	-9	92	0.1
4	CCC(=O)c1ccc(OCC(O)CN2CCN(S(=O)(=O)N3CCCCC3)CC2)cc1 (stereo unspecified)	10	11	0.38	-10	-0.3	-10	93	8	93	1.3
5	Cc1ccc2nsnc2c1S(=O)(=O)N(Cc1ccco1)Cc1cc2cccc(C)c2[nH]c1=O	1	-11	0.97	-1	0.3	-4	100	1	110	0.0
6	COc1ccccc1-n1c(C)nc2cc(C(=O)O)ccc21	-2	4	0.88	2	-0.4	-1	101	-1	101	-0.2
7	Nc1nnc(-c2ccc(Cl)c(Cl)c2)s1	-1	18	1.5	1	-0.1	2	119	-21	87	2.4
8	CCOC(=O)c1ccc(-n2ccnc2)c(NC(=O)c2ccc(Cl)cc2)c1	-5	5	0.93	5	-0.5	-1	101	-1	96	2.1
9	CC(=O)Nc1c2c3c(cccc3n(C)c1=O)C(=O)c1ccccc1-2	-12	6	1.3	12	-0.4	-5	98	2	97	0.7
10	O=C(CSc1c2c(nc3ccccc13)CCC2)N1CCCC1	14	29	1.1	-14	-0.1	-7	83	18	83	-0.9
11	CCc1ccc2[nH]c(=O)c(CN(Cc3ccco3)S(=O)(=O)c3ccc4c(c3)OCCO4)cc2c1	-9	4	1.5	9	0.0	-5	102	-2	101	6.5
12	COc1ccc(CCNc2ncnc3[nH]ncc23)cc1OC	-15	17	0.66	15	-0.4	-4	83	19	88	0.7
13	O=C(NC1CCCCC1)N1CCSC1=Nc1ccccc1	-5	1	1.1	5	-0.6	-9	101	-1	104	0.0
14	Cn1c(=O)n(CC(=O)NCc2cccnc2)c2ccccc21	3	-5	1.2	-3	0.5	-7	102	-2	107	1.1
15	CCOc1ccc(C)cc1S(=O)(=O)n1ccnc1	-10	9	1	10	0.0	-4	104	1	95	1.3
16	Cn1c(CCNC(=O)c2cccs2)n[nH]c1=S	-6	14	1.1	6	-0.4	-4	99	1	89	1.9
17	CC#C[C@]1(O)CC[C@H]2[C@@H]3CCC4=CC(=O)CCC4=C3[C@@H](c3ccc(N(C)C)cc3)C[C@@]21C	-26	-4	0.66	26	-0.2	-3	99	2	106	2.8
18	CNC(=O)/C(C#N)=c1\s/c(=C/C(=O)OC)c(=O)n1-c1ccccc1	-10	0	0.83	10	0.1	-10	102	-2	103	-0.1
19	CC(=O)c1cc(CN2CCN(C3CCN(C(C)C)CC3)C(CCO)C2)cs1 (stereo unspecified)	-3	18	0.89	3	-0.2	-5	99	-1	89	-0.3
20	CCOc1cc(C(=S)N2CCOCC2)ccc1OS(=O)(=O)c1ccccc1	8	6	0.91	-8	-0.1	-3	92	9	97	-0.2
21	CCn1c(COc2c(C)cccc2C)nnc1SCc1nc2ccccc2c(=O)[nH]1	-10	-4	1.1	10	0.2	-3	98	0	105	1.5
22	Cc1cc(C(=O)CN2C(=O)C(=O)N(Cc3ccccc3)C2=O)c(C)n1-c1ccccc1F	-33	-4	0.88	33	-0.1	4	103	-2	104	2.7
23	O=C(Nc1nccs1)c1ccc(COc2ccc(F)cc2)o1	-9	6	1.6	9	-0.4	-17	108	-9	97	1.7
24	Clc1ccc(CSc2nnc(-c3ccccn3)n2Cc2ccco2)c(Cl)c1	3	17	1.1	-3	-0.1	-6	92	9	92	1.0
25	Cn1cccc1Cc1nnc(SCC(=O)N2CCN(c3ccccc3)CC2)n1-c1ccc(F)cc1	-1	9	1	1	0.2	1	100	0	98	0.7
26	C=CCNC(=S)NNC(=O)c1ccc(OCCC)cc1	0	10	0.95	0	-0.2	-10	92	4	93	0.0
27	CCC(C)NCCCOc1ccc(C)cc1OC (stereo unspecified)	-7	11	1.1	7	-0.2	-4	95	4	97	0.6
28	CCc1nnc(NC(=O)CSc2nnc(-c3ccccc3OC)n2-c2ccccc2)s1	8	-2	1	-8	0.0	-10	100	0	106	5.7
29	O=C(Nc1ccc(F)cc1)N1CCC(c2nc3c(nnn3Cc3ccccc3Cl)c(=O)[nH]2)CC1	-6	7	1.1	6	0.7	-5	104	-8	98	3.7
30	Cc1ccc2nc(N(CCCN(C)C)C(=O)COc3ccc(Cl)cc3)sc2c1	11	11	1.1	-11	0.1	0	100	-1	100	0.1
31	COc1ccc(Cn2ccnc2)cc1Br	6	-17	1.3	-7	-0.3	0	95	6	114	1.3
32	O=C(c1cc(-c2ccco2)on1)N1CCN(c2ccccc2)CC1	-16	0	1.3	16	-0.4	-1	90	11	100	0.5
33	CC1CC(NNC(=O)c2ccccc2)=Nc2ccccc2N1C (stereo unspecified)	19	9	0.95	-19	-0.5	2	93	8	94	0.0
34	CN(C)S(=O)(=O)c1ccc(Cl)c(NC(=O)COC(=O)C2CSC3(C)CCC(=O)N23)c1 (stereo unspecified)	3	-5	1.1	-3	1.3	-2	104	-5	105	1.0
35	Cn1c(SCCS(=O)(=O)c2ccc(Cl)cc2)nnc1-c1ccccc1	10	6	0.94	-10	-0.1	-10	101	-2	100	1.4
36	Cc1cccc(N2C(=O)NC3(CCCCC3)C2=O)c1	-7	2	1.2	7	-0.1	-6	104	-5	99	1.3
37	COc1cccc(C(=O)N2N=C(c3cccc(OC)c3)CC2(O)C(F)(F)F)c1 (stereo unspecified)	-15	4	1.3	15	0.0	-4	104	-4	101	3.2
38	Cc1ccc(Nc2nc(-c3ccc(S(=O)(=O)N4CCCC4)cc3)cs2)cc1C	-17	18	1	17	-0.4	-8	92	9	90	4.2
39	Cc1cc(C)c2c(=O)[nH]c(SCC(=O)c3ccc(F)c(C)c3)nc2n1	-3	5	1.1	3	-0.1	-5	106	-8	100	4.2
40	O=c1c2c3n(c(=S)nc2[nH]n1-c1ccccc1)CCCCC3	3	14	0.98	-3	-0.1	-6	102	-3	88	-0.4
41	COc1ccc(NC(=O)c2ccc3c(SCC(=O)O)c4c(nc3c2)CCCC4)cc1Cl	-22	6	1.1	22	-0.4	0	96	3	98	2.3
42	Cc1cc(C)cc(NC(=O)c2cc(C)nn2C)c1	-22	0	1.1	22	-0.3	10	106	-7	105	0.1
43	O=C(CSc1nc(Cc2ccccc2)nc2ccccc12)Nc1nc2c(s1)CCCC2	/	5	0.83	/	0.0	-6	99	1	100	1.0
44	CC(C)N(Cc1nc(-c2ccccc2)no1)C(=O)c1ccc([N+](=O)[O-])cc1	-6	8	/	6	-0.3	-4	99	1	98	1.3
45	CC(=O)Nc1ccc(NC(=O)Cn2c(=O)n(-c3ccc(C)cc3)c(=O)c3oc4ccccc4c32)cc1	-12	8	0.74	12	0.1	-4	88	12	95	7.4
46	Cc1ccc(C)n1NC(=O)c1ccc(O)cc1	19	6	1.1	-19	-0.2	-2	92	10	95	2.9
47	CN(C(=O)c1coc(=O)c2ccccc12)c1ccc(F)cc1	2	10	0.98	-2	0.0	-1	104	-5	96	0.9
48	NC(=O)NC(=O)COC(=O)CCCCCNS(=O)(=O)c1ccc2c(c1)OCCO2	4	5	1.2	-4	-0.4	-4	93	8	96	-0.1
49	COc1cc(NC(=O)COC(=O)c2nc3nc(C)cc(C)n3n2)cc(OC)c1	14	-7	1	-14	0.5	-8	104	-4	108	2.1
50	O=C1CN(C(=S)Nc2ccccc2Cl)CCN1	14	2	1	-14	-0.4	-2	96	4	105	0.3
51	CN(C)C(=O)c1ccc(Cl)cc1[N+](=O)[O-]	-7	14	1.3	7	-0.4	-5	102	-3	92	1.2
52	COc1cc2c(cc1OC)C(NC(=O)C(F)(F)F)C/C2=N\O (stereo unspecified)	-25	-2	1.1	25	0.0	-5	103	-4	108	-0.6
53	CC1Nc2nc(N(C)C)[nH]c(=O)c2NC1C (stereo unspecified)	5	-6	1.1	-5	-0.1	-1	108	-10	106	1.1
54	Cn1c(SCC(=O)c2ccc3c(c2)Cc2ccccc2-3)nnc1-c1cccc(N)c1	-3	-10	0.93	3	-0.6	7	97	4	106	2.3
55	Cn1nnnc1SCC(=O)N1CCN(S(=O)(=O)c2ccc(Cl)cc2)CC1	-22	2	1.1	22	0.0	-3	96	3	105	2.8
56	CCOc1ccc2c(=O)c(Oc3ccccc3OCC)coc2c1	-23	6	1.5	23	-0.4	0	104	-4	100	4.4
57	CCOc1ccc(CN2CCN(Cc3cc4ccccc4[nH]3)CC2CCO)cc1 (stereo unspecified)	5	-42	0.98	-5	-0.4	-4	86	14	143*	-0.5
58	CCOC(=O)N1CCC(NC(=O)c2cc3c(C)nc4ccccc4c3o2)CC1	-12	25	0.33	12	-0.4	-4	97	4	84	0.3
59	S=c1[nH]nc(Cc2ccccc2)n1-c1ccccc1	9	7	1	-9	-0.1	15	97	3	99	-0.1
60	O=C(N/N=C/c1cccs1)c1ccc2ncccc2c1	-19	27	1.2	19	0.5	11	117	-20	81	0.6

(more compounds)
nr	Structure	APP 5UTR inh	STAT3 blocker	NF-kB neuron act	APP 5'UTR act	Hsp70 act	FLuc inh counter	STAT1 activator	STAT1 blocker	STAT3 act	RAM inhibit
61	O=C(Nc1ccccc1N1CCOCC1)c1cc2c(s1)CCCCC2	-42	2	0.97	42	-0.1	65*	110	-12	100	2.0
62	O=C(CCSCc1ccc(Cl)cc1)NCc1cccs1	10	5	1.8	-10	0.0	-8	99	1	107	0.8
63	CCCCc1nc(SCC(=O)Nc2nnc(CCCC)s2)n[nH]1	-3	7	/	3	0.0	11	109	-10	99	-0.6
64	O=C(NC1CCCCC1)C(c1ccccn1)N(C(=O)c1csnn1)C1CC1 (stereo unspecified)	8	8	0.96	-8	0.2	-1	99	-1	95	-0.2
65	O=C(NC(=S)Nc1nc(-c2ccccc2)cs1)c1cccs1	-10	-49	0.96	10	-0.4	4	94	7	142*	6.0
66	Cc1ccccc1Oc1cccc(C(=O)/C(C#N)=C/N(C)C)c1	-7	-2	1.3	7	0.3	2	101	-1	106	0.4
67	O=C(Nc1cccc(F)c1)N1C2CCC1CC(O)(c1cccnc1)C2 (stereo unspecified)	1	6	1.2	-1	0.1	-11	94	5	97	2.2
68	O=C(CSc1nnc(-c2ccc(O)cc2)n1Cc1ccccc1)NNC(=O)c1ccc(Br)cc1	-5	-1	1	5	-0.3	-3	104	-4	99	5.5
